EBNA-1 inhibitor = blocks EBNA-1 binding to DNA. EBNA-1 DNA binding, fluorescence polarization. inhibition, % at 14.8 µM. actives 0.34% (n = 300,000); in the data active means inhibition above about 28%
pPAFAH FP inh = inhibitors of human plasma PAF acetylhydrolase (pPAFAH); Q13093; recombinant pPAFAH, FP-rhodamine probe fluorescence polarization; inhibition, % at 3.39 µM; actives 1.5% (n = 330,000); AID 463082;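 active means inhibition above the mean inhibition across the screen plus 3 SD, cut at about 25% in these data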;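 further: inhibitors block binding of the rhodamine activity-based probe so polarization drops; 0% = enzyme with DMSO and 100% = wells lacking pPAFAH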
Target sequence (Q13093 whole entry, looked up): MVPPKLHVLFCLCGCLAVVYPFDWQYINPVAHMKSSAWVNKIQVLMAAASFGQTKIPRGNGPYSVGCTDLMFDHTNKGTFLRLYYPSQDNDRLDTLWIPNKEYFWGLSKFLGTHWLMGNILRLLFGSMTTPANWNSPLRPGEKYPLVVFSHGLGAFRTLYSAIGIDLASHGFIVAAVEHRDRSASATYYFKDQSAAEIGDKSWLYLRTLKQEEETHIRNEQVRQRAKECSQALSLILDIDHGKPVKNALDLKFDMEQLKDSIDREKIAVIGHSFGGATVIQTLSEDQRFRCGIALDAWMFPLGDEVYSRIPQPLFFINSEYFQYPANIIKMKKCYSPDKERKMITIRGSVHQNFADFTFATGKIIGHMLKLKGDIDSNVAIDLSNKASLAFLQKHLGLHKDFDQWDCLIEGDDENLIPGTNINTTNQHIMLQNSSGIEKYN
PAFAH1B3 inh = PAFAH1B3 (human) inhibition; recombinant PAFAH1B3, FP-rhodamine probe, fluorescence polarization; inhibition, % at 3.39 µM; AID 492972; actives 0.28% (n = 340,000);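 active means inhibition above the screen-wide average of all tested compounds plus 3 SD, cut at about 25% in these data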;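 further: 0% = enzyme with DMSO only and 100% = wells lacking PAFAH1B3 protein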
LYPLA1 counter = LYPLA1 (human) inhibition in PME1 counter-screen; O75608; recombinant LYPLA1, FP-Rh probe fluorescence polarization; inhibition, % at 5.9 µM; actives 0.16% (n = 320,000);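 active means inhibition above the mean of all tested compounds plus 3 SD, set per campaign, cut at about 14% in these data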;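 further: inhibitors block serine hydrolase probe labeling of LYPLA1 so polarization falls; 0% = enzyme with DMSO and 100% = wells lacking LYPLA1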
PAFAH1B2 FP inh = blocks human PAF acetylhydrolase 1b catalytic subunit 2; actives 1.2% (n = 340,000); inhibition, % at 3.39 µM; recombinant PAFAH1B2, FP-rhodamine activity probe, fluorescence polarization; P68402;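 active means inhibition above the mean of all tested compounds plus 3 SD, cut at about 24% in these data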;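 further: 0% = enzyme with DMSO and 100% = wells lacking PAFAH1B2; many of its hits are not listed in these tables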
Target sequence (P68402 whole entry, looked up): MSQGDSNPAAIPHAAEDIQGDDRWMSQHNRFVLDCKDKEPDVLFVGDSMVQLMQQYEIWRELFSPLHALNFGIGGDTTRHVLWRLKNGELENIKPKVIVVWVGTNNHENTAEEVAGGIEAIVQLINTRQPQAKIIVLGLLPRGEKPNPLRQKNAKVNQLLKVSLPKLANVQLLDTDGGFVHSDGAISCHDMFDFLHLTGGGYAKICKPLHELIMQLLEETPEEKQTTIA
PREPL inh = inhibits the human prolyl oligopeptidase-like enzyme. Q4J6C6. recombinant PREPL, fluorescence polarization activity-based probe. inhibition, % at 5.96 µM. actives 0.68% (n = 320,000). AID 2751; in the data active means inhibition above about 43%;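 further: 0% = enzyme with DMSO and 100% = wells lacking enzyme; many of its hits are not listed in these tables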
ZTA counter = counter-screen for EBNA-1 inhibitors: inhibitors of Epstein-Barr virus ZTA; P03206; ZTA-DNA binding, fluorescence polarization; inhibition, % at 11 µM; actives 0.15% (n = 320,000); AID 2234; in the data active means inhibition above about 33%
Target sequence (P03206 whole entry, looked up): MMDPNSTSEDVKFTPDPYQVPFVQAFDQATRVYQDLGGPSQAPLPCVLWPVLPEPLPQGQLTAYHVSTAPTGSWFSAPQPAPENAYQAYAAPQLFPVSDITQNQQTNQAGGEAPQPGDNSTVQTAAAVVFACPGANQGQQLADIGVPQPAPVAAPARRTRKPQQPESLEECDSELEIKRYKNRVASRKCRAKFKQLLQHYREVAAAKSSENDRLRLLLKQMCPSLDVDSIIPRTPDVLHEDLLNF
LYPLA2 inh = counter-screen for PME1 inhibitors: inhibitors of human LYPLA2; O95372; recombinant LYPLA2, FP-Rh probe fluorescence polarization; inhibition, % at 5.9 µM; actives 0.38% (n = 320,000);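 active means inhibition above the screen-wide mean plus 3 SD, limit set per campaign, cut at about 26% in these data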;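 further: 0% = LYPLA2 with DMSO and 100% = wells lacking LYPLA2 enzyme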
PAFAH2 inh = inhibitors of human PAFAH2 | Q99487 | recombinant PAFAH2, FP-rhodamine activity probe, fluorescence polarization | inhibition, % at 3.39 µM | actives 0.99% (n = 340,000) | AID 492956;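 active means inhibition above the mean over all tested compounds plus 3 SD, cut at about 30% in these data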;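 further: inhibitors block probe labeling of enzyme so polarization drops; 0% = enzyme with DMSO and 100% = wells lacking PAFAH2 protein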
* marks the source's active call; other numbers are inactive results; . = no result given. Not all compounds are listed (hit frequency here may not be typical).

Values in the order: EBNA-1 inhibitor	pPAFAH FP inh	PAFAH1B3 inh	LYPLA1 counter	PAFAH1B2 FP inh	PREPL inh	ZTA counter	LYPLA2 inh	PAFAH2 inh
- COc1ccccc1-n1cnc(N)c1C(=O)c1ccccc1
→ -11.4	-3.7	5.7	-1.3	5.2	-0.5	-13.6	2.5	-8.8
- CCn1c(SCC(=O)N2CCN(c3ccc(Cl)cc3)CC2)nc2ccccc2c1=O
→ 11.4	3.5	5.7	0.7	0.9	7.7	15.3	6.0	-5.3
- O=C(COC(=O)Cc1c(Cl)cccc1Cl)Nc1ccccc1-c1ccccc1
→ 9.6	3.5	11.6	0.4	3.8	1.1	-5.6	2.9	0.3
- CN(C)S(=O)(=O)c1ccc(C(=O)NCC2CC2(Cl)Cl)cc1 (stereo unspecified)
→ 3.5	1.8	6.0	6.7	1.1	-5.1	-2.3	6.1	3.0
- CCNC(=O)CN(Cc1ccccc1)S(=O)(=O)c1ccccc1
→ 8.5	0.7	-4.4	-1.7	2.7	-5.7	17.3	-5.1	7.6
- Cc1ccc(-c2nn(CCC(N)=O)c(=O)c3ccccc23)cc1
→ 2.1	2.5	-0.9	2.4	5.7	-21.2	-3.2	9.1	3.5
- CCc1ccc(NC(=O)c2n[nH]c(=O)c3ccccc23)cc1
→ -2.0	-7.0	10.3	-3.1	2.4	2.1	-9.7	1.3	5.0
- CC(C)(C)N(Cc1ccccc1)C(=O)COC(=O)[C@@H]1CCCN1C(=O)c1cccs1
→ -1.7	1.3	4.8	2.7	7.6	6.1	-3.0	-2.0	-0.3
- Cc1ccc(NC(=O)CN(C)C(=O)c2cccc(S(=O)(=O)NCc3ccccc3)c2)cc1
→ 1.8	6.2	-0.2	0.4	13.3	-4.6	15.5	-0.1	-5.4
- Cc1cc(C)c(C)c(S(=O)(=O)N2CCN(C(=O)c3ccncc3)CC2)c1C
→ .	2.9	7.6	1.1	1.1	1.1	0.3	5.5	7.5
- O=C(O)c1ccc([N+](=O)[O-])c2c1C(=O)c1ccccc1C2=O
→ -7.2	4.5	14.6	0.4	14.2	1.0	5.6	1.9	16.2
- COc1cccc(-c2c(C(=O)N/N=C/c3ccco3)nnn2-c2nonc2N)c1
→ -3.9	4.8	2.1	3.4	0.5	6.2	-8.5	6.2	-0.7
- COc1cccc(N(C(=O)c2ccco2)C(C(=O)NC2CCCC2)c2cccnc2)c1 (stereo unspecified)
→ 10.5	3.6	3.3	-0.9	-1.7	14.5	1.9	1.4	0.4
- Cc1ccc(C)c(N2CCN(C(=O)c3cccn4c(=O)c5sccc5nc34)CC2)c1
→ -9.5	-2.6	0.5	0.3	3.1	3.3	-2.8	-9.5	6.0
- CCN1C/C(=C/c2ccc(OC)c(O)c2)C(=O)/C(=C/c2ccc(OC)c(O)c2)C1
→ -8.8	5.1	0.2	3.7	-7.3	9.5	-7.5	4.4	2.7
- CCN(CC)C(=O)COC(=O)c1ccc(C)c(NC(=O)c2ccco2)c1
→ -6.5	4.2	6.2	-1.2	10.3	-10.5	-5.3	1.0	3.0
- Cc1cc(C#N)c2ccccc2n1
→ 8.1	7.6	-1.2	-1.8	2.1	-4.1	12.5	4.6	4.5
- O=C(NCCCN1CCOCC1)c1cccc(S(=O)(=O)N2CCc3ccccc3C2)c1
→ 4.1	-2.7	12.6	1.7	-2.4	-7.7	3.2	4.9	1.8
- O=C(COC(=O)C1CCN(S(=O)(=O)c2cccs2)CC1)Nc1ccccc1
→ -8.3	2.1	2.8	-0.5	3.4	11.4	-14.1	-2.3	2.6
- COc1cccc(/C=N/n2c(-c3ccco3)nc3ccccc3c2=O)c1
→ -5.6	-4.7	-2.4	-3.6	-1.1	4.0	4.9	-1.1	-3.5

Full records from above. Order of screens: EBNA-1 inhibitor	pPAFAH FP inh	PAFAH1B3 inh	LYPLA1 counter	PAFAH1B2 FP inh	PREPL inh	ZTA counter	LYPLA2 inh	PAFAH2 inh
`COc1cccc(/C=N/n2c(-c3ccco3)nc3ccccc3c2=O)c1` is entered as -5.6	-4.7	-2.4	-3.6	-1.1	4.0	4.9	-1.1	-3.5
`Cc1cc(C#N)c2ccccc2n1` is entered as 8.1	7.6	-1.2	-1.8	2.1	-4.1	12.5	4.6	4.5
`CCN1C/C(=C/c2ccc(OC)c(O)c2)C(=O)/C(=C/c2ccc(OC)c(O)c2)C1` is entered as -8.8	5.1	0.2	3.7	-7.3	9.5	-7.5	4.4	2.7

Next section:
Values in the order: EBNA-1 inhibitor	pPAFAH FP inh	PAFAH1B3 inh	LYPLA1 counter	PAFAH1B2 FP inh	PREPL inh	ZTA counter	LYPLA2 inh	PAFAH2 inh
- COc1c(Cl)cc(-c2noc(C)c2C(=O)NCc2ccc3c(c2)OCO3)cc1Cl
→ 8.3	-1.3	11.0	2.8	3.9	10.4	-23.1	6.8	-4.8
- COc1ccc(OCC(=O)NNC(=S)NC(=O)c2ccc([N+](=O)[O-])cc2)cc1
→ 6.9	6.6	10.0	1.3	12.6	-2.0	20.8	1.4	7.5
- CCOC(=O)C1CCCN(c2c(N3CCN(c4cccc(Cl)c4)CC3)c(=O)c2=O)C1 (stereo unspecified)
→ 1.8	-2.6	10.9	-1.4	12.4	4.9	-0.3	2.5	1.7
- CCOC(=O)c1cnc2cc(-c3ccc(C(C)(C)C)cc3)nn2c1N
→ 1.1	1.6	2.5	1.6	-0.8	0.6	2.1	2.8	4.3
- Cc1ccc(C(=O)OCC(=O)Nc2ccc3[nH]c(=O)[nH]c3c2)cc1[N+](=O)[O-]
→ -7.6	-4.3	0.2	-3.6	0.8	9.3	10.3	-15.3	1.2
- CCCn1c(SC(C)C(=O)NCC2CCCO2)nc2sc3c(c2c1=O)CCC3 (stereo unspecified)
→ 8.5	3.1	3.1	0.4	-2.5	-0.2	-7.6	-4.3	4.0
- CCOC(=O)c1c(C)[nH]c(C2=NNC(=NC3CC3)SC2)c1C
→ -7.7	5.7	4.5	-1.0	3.2	4.0	-3.1	5.7	4.9
- Cc1cc(N2CCCC2)nc2ccc(NC(=S)NC(C)C)cc12
→ -13.4	3.6	6.9	-6.7	3.4	34.6	-1.7	-3.6	-4.1
- CN(Cc1ccccc1)C(=O)COc1cccnc1[N+](=O)[O-]
→ 13.2	4.8	-1.2	-5.5	-0.7	-1.9	14.2	-7.0	4.0
- CCC(c1nnnn1CCc1ccccc1)N1CCN(C(=O)c2ccco2)CC1 (stereo unspecified)
→ -3.9	3.4	4.0	0.9	6.3	-9.8	-1.5	-3.6	-0.4
- O=c1[nH]cc(COCC(F)CCl)c(=O)[nH]1 (stereo unspecified)
→ -11.2	0.4	2.0	-1.2	5.5	-16.6	-4.3	-2.5	8.6
- OC(COCc1ccc2c(c1)OCO2)CN1CCCCC1 (stereo unspecified)
→ -8.2	4.5	12.8	5.9	0.0	1.1	-5.7	5.8	14.3
- O=[N+]([O-])c1ccc(NCCCO)c(S(=O)(=O)N2CCOCC2)c1
→ 2.8	2.7	7.7	-2.1	2.4	0.7	8.1	-8.1	4.5
- O=C1N(c2ccccc2C(F)(F)F)O[C@]1(c1ccccc1)C1CCCCC1
→ .	-1.4	4.8	0.0	-1.5	22.8	-5.8	-2.8	4.6
- O=C(COC(=O)/C=C/c1ccccc1[N+](=O)[O-])NCC(F)(F)F
→ 0.0	16.1	3.7	-7.4	-2.9	0.7	5.9	-13.2	29.9*
- O=C(NCC(=O)N1CC(O)CC1C(=O)N1CC(O)CC1C(=O)OCc1ccccc1)OCc1ccccc1 (stereo unspecified)
→ 9.2	4.1	4.8	-1.8	1.1	14.7	6.6	0.4	-3.9
- Cc1ccc(C2Nc3ccccc3C(=O)N2CCCN2CCOCC2)cc1 (stereo unspecified)
→ -12.2	5.9	4.5	0.2	1.5	-6.8	-10.5	-0.3	4.6
- COc1ccc(CNC(=O)C2CSCCS2)cc1 (stereo unspecified)
→ 0.3	5.3	2.4	2.5	6.3	0.5	-2.7	0.8	6.1
- CC(=O)Nc1ccc(NC(=O)CN(c2cc(Cl)ccc2Cl)S(C)(=O)=O)cc1
→ -0.3	4.4	6.8	-2.8	2.2	-4.8	-0.1	2.0	0.5
- Cc1ccnc(NC(=O)c2cc(-n3cnnc3)ccc2Cl)c1
→ -0.7	-1.4	6.6	1.0	2.9	-0.5	-8.6	5.2	-7.4
- O=C(c1cncc(Br)c1)N1CCN(S(=O)(=O)c2ccc3ccccc3c2)CC1
→ .	4.2	2.6	.	-3.9	19.9	.	.	5.7
- CCOc1ccccc1N1CCN(C(=O)c2cc[n+]([O-])cc2)CC1
→ 11.3	3.2	5.9	1.7	4.7	4.5	10.6	-0.7	-6.8
- Cc1c(C)c2ccc(OC(C)C(=O)NCCCN3CCOCC3)c(C)c2oc1=O (stereo unspecified)
→ 1.5	9.3	6.3	-2.5	6.4	9.8	-5.4	10.8	0.4
- COC(=O)c1[nH]c2cccc(OC)c2c1NC(=O)CCN1CCC(C)CC1
→ 0.5	-3.2	-0.1	2.8	0.8	-4.2	-4.9	3.8	1.8
- Cc1ccc(NCc2ccc(C)s2)cc1
→ -2.7	6.3	.	2.5	.	-5.8	-4.7	0.0	.
- COc1cccc(O)c1CN1CCC(C(=O)Nc2ccc(-c3cccc(C)c3)cc2)CC1
→ 9.7	10.1	0.2	-6.9	2.8	-12.3	1.0	-13.4	-16.9
- CN(c1ccc(F)cc1)S(=O)(=O)c1ccc(Cl)c(C(=O)OCC(=O)NC2CC2)c1
→ .	1.2	6.0	.	11.2	12.1	.	.	6.3
- Cc1cc(N2C(=O)C(O)=C(C(=O)c3cccs3)C2c2cccc(Br)c2)no1 (stereo unspecified)
→ 0.7	3.3	3.0	0.7	-1.2	-9.6	10.4	0.1	0.5
- Cc1cc(=O)[nH]c(N/N=C/c2ccc(Cl)cc2Cl)n1
→ 4.1	4.1	5.2	-2.8	7.0	1.0	16.0	1.8	-11.3
- Cn1c(CC(=O)Nc2ccc(Cl)cc2)nnc1SCC(=O)N1CCOCC1
→ 10.9	3.8	3.3	3.5	12.0	-2.1	6.2	0.9	-1.6
- CCOc1ccc(NC(=O)c2ccc(F)c(S(=O)(=O)N3CCN(c4ccccn4)CC3)c2)cc1
→ 5.4	3.9	8.9	0.6	0.6	-6.5	2.2	2.7	-1.0
- Cc1ccccc1S(=O)(=O)Nc1ncc(C(F)(F)F)cc1Cl
→ 3.2	4.7	3.5	-2.6	-0.9	-5.7	-3.9	-7.4	7.3
- COCCN(C(=O)CSc1nnc(C)n1-c1ccccc1)c1c(N)n(Cc2ccccc2)c(=O)[nH]c1=O
→ 2.0	1.2	-0.1	3.2	3.0	-1.9	-2.6	0.1	-6.7
- O=c1c2cc(NC(=S)NCCN3CCCCCC3)ccc2nc2n1CCCCC2
→ -9.7	-8.9	-3.2	-3.7	-2.0	6.7	0.9	0.1	1.7
- CC1(NC(=S)Nc2ccc3ccccc3c2)CCS(=O)(=O)C1 (stereo unspecified)
→ -6.2	6.0	7.5	-2.5	6.7	0.5	-13.3	2.5	-3.4
- C=CCOc1ccc(CNC(C)(C)C)cc1OC
→ 4.8	2.5	-3.6	-1.6	3.4	-4.3	0.3	3.2	1.7
